Assay outcomes as filed in PubChem.
GPR151 activ: activators of human GPR151; activation, % at 11.2 µM; PathHunter beta-arrestin GPR151 cells, luminescence; Q8TDV0; 1% of 650,000 active; in the data active = activation above about 4.9%;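 note: 0% = median of compound wells and 100% = cells with positive control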
MITF inh: blocks human microphthalmia-associated transcription factor; O75030; AlphaScreen MITF homodimerization, bead proximity signal; 0.91% of 650,000 active; inhibition, % at 2.6 µM; in the data active = inhibition above about 50%;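 note: 0% = vehicle wells with protein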
TEAD-YAP block: TEAD-YAP interaction inhibition | HEK-TIYL cells, TEAD-Gal4/YAP UAS-luciferase luminescence | inhibition, % at 9.12 µM | 1.4% of 640,000 active | AID 1259422; in the data active = inhibition above about 32%;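 note: 0% = median of test compound wells and 100% = reference inhibitor wells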
FBW7 activator: activators of human E3 ligase FBW7; AID 1259310; Q969H0; 0.13% of 650,000 active; AlphaScreen FBW7–phospho-cyclin E peptide binding, activator screen; normalized activity (activation), % at 26.1 µM; in the data active = normalized activity above about 1.9%;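 note: purified mutant Fbw7 with reduced substrate affinity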
Target sequence (Q969H0 whole entry, looked up): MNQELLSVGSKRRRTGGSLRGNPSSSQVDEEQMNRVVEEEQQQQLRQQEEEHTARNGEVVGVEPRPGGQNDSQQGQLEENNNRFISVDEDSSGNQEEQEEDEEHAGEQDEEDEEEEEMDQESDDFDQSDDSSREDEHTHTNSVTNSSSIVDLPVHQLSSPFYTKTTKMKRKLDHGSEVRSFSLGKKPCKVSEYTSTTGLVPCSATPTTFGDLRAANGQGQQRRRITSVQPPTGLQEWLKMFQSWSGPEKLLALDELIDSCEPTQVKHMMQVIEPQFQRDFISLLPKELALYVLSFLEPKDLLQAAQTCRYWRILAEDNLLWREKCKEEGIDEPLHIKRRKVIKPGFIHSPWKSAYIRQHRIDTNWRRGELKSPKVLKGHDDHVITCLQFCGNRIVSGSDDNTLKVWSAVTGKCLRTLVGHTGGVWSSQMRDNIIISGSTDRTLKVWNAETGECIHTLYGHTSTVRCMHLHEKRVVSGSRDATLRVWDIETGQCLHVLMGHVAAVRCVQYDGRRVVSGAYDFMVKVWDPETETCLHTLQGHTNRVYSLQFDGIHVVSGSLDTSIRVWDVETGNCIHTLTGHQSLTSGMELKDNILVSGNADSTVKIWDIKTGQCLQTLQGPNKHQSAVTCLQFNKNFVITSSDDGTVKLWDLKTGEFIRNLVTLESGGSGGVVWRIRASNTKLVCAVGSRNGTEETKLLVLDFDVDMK
* hit, by the source's call; x = not tested or not shown.

Structure	GPR151 activ	MITF inh	TEAD-YAP block	FBW7 activator
O=C(Nc1nnc(-c2ccc(Cl)cc2)o1)c1ccco1	1.6	-1	7	0.1
CC(C)N1CC(C(=O)Nc2ccccc2)CC1=O (centres undefined)	0.9	-2	5	-0.1
CC(=O)C(Sc1nc(C)nc2sc(C)c(C)c12)C(=O)N(C)C (centres undefined)	-0.5	12	2	-0.1
Cc1cc(N2C(=O)CSC2c2cccc(F)c2)ccc1Br (centres undefined)	0.1	-13	-7	-0.1
C/C(=N\NS(=O)(=O)c1ccc(C)c([N+](=O)[O-])c1)c1cccc2ccccc12	2.0	9	-1	0.0
CNCC(O)c1ccc(OC(=O)C(C)(C)C)c(OC(=O)C(C)(C)C)c1 (centres undefined)	0.8	-15	x	-0.2
Cc1ccccc1NC(=O)NC(C)c1cccs1 (centres undefined)	1.4	7	8	-0.2
CC(=O)Nc1ccc(Nc2nc3ccc(Cl)cc3n3cnnc23)cc1	-0.6	18	0	0.3
CCCCCCc1cc2cc(-c3cn4c(n3)sc3cc(OC)ccc34)c(=O)oc2cc1O	-0.6	1	10	0.1
N#C/C(=C\c1cc(Cl)ccc1O)C(=O)NC1CCCCC1	1.2	-15	10	-0.3
O=S(=O)(NCCOc1ccccc1)c1ccc(F)cc1	0.2	10	-11	0.2
CN(Cc1ccccc1)c1nc(-c2ccccc2)ccc1C(=O)NCCCO	-1.0	-1	-49	0.0
CCc1ccc(NC(=O)CN2CCN(c3nc(-c4cccc(OC)c4)cs3)CC2)cc1	-1.0	16	1	0.1
CCOC(=O)CSc1nc2c(sc(=S)n2-c2ccccc2C)c(=O)n1-c1cc(OC)ccc1OC	-0.6	18	-5	0.2
CC(C)NC(=O)c1ccccc1NC(=O)c1ccccc1F	2.8	3	10	-0.1
COc1cccc(C2C(C(=O)Nc3ccc(Cl)cc3)=C(C)Nc3nnnn32)c1OC (centres undefined)	0.3	1	10	0.0
O=C(Nc1ccc(F)c(Cl)c1)C1CCN(C(=O)NCc2cccs2)CC1	-0.4	0	-1	0.7
CN(C)C(CNc1ccc(S(=O)(=O)N2CCCC2)cc1[N+](=O)[O-])c1ccco1 (centres undefined)	1.5	3	-1	-0.4
O=C1NC(c2ccc(Cl)cc2)Nc2sc3c(c21)CCCC3 (centres undefined)	0.3	4	-5	0.0
COc1ccc(C2c3[nH]c4ccccc4c3CCN2C(=O)CN2CCOC2=O)c(F)c1 (centres undefined)	-0.7	12	6	0.1
CC(C)(CO)C(O)C(=O)NC1CCCC(C(=O)O)C1 (centres undefined)	0.3	17	-10	0.0
CS(=O)(=O)N(Cc1ccccc1Cl)c1ccc(C(=O)Nc2ccc(S(=O)(=O)N3CCOCC3)cc2)cc1	2.2	6	8	-0.1
CCc1nnc(NC(=O)CSc2ccc(-c3sc(C)nc3C)nn2)s1	-2.2	14	-4	0.7
COc1cc(/C=N/N(C)c2cc(C)nc(-c3ccccc3O)n2)ccc1O	0.0	0	-3	0.7
O=C1OC(c2ccccc2)=N/C1=C\c1cccc(F)c1	0.5	-2	1	-0.1

Among those listed so far, these have a furan ring, fused or not:
Structure	GPR151 activ	MITF inh	TEAD-YAP block	FBW7 activator
O=C(Nc1nnc(-c2ccc(Cl)cc2)o1)c1ccco1	1.6	-1	7	0.1
CN(C)C(CNc1ccc(S(=O)(=O)N2CCCC2)cc1[N+](=O)[O-])c1ccco1 (centres undefined)	1.5	3	-1	-0.4

Next entries.
Structure	GPR151 activ	MITF inh	TEAD-YAP block	FBW7 activator
CN(Cc1nccs1)C(=O)CC1C(=O)NCCN1CCc1ccccc1 (centres undefined)	-0.6	17	-11	0.3
COC(=O)C1=C(C)N(Cc2ccccc2)C(=O)NC1c1cccc([N+](=O)[O-])c1 (centres undefined)	-0.1	-3	-7	0.2
C=C(C)CN(CC)Cc1cc([N+](=O)[O-])ccc1O	-0.7	20	10	0.0
COc1cccc(NC(=O)Cn2c(=O)n(CCc3ccccc3)c(=O)c3cccnc32)c1	0.5	-3	-4	0.1
Ic1cccc2c1N1CCN2CC1	-1.4	-9	-20	-0.1
O=c1/c(=C\c2ccc(-c3ccccc3[N+](=O)[O-])o2)sc2nc3ccccc3n12	0.7	-1	-4	0.1
Cc1cc(OCC(=O)NCCCN(C)C)cc(C)c1Br	0.0	5	-1	0.0
Cc1nn(-c2ccc([N+](=O)[O-])cc2)c(C)c1N1C(=O)c2cccc3cccc(c23)C1=O	-1.5	13	-2	0.3
Cc1ccc(OCC(=O)Nc2cccc(C)n2)c(C)c1	0.3	-3	-7	0.0
CCc1ccc(-n2c(=O)c(C#N)cc3c(=O)n4cccc(C)c4nc32)cc1	0.6	6	-1	0.1
O=C1CCN(CCOc2ccccc2)CCN1Cc1ccc(Cl)s1	-0.7	8	19	0.6
CC(C)c1ccc(NC(=O)C(C)N(c2ccc(Cl)cc2)S(C)(=O)=O)cc1 (centres undefined)	-0.6	2	6	0.1
CN(CCC#N)C(=O)COC(=O)c1cc(Br)ccc1Cl	-1.2	17	9	0.7
O=C(Nc1ccc2c(c1)OCCO2)C(c1ccccc1)N1CCOCC1 (centres undefined)	-1.5	4	-12	0.0
COc1cc(/C=C(\NC(C)=O)C(=O)Nc2ccccc2C#N)ccc1OC(C)=O	3.0	0	-1	-0.1
O=[N+]([O-])c1ccc(S(=O)(=O)Nc2ccc3c(c2)OCCO3)cc1	-2.3	16	4	0.0
O=C1Nc2ccccc2C(=O)N2CCCC12 (centres undefined)	0.1	3	0	0.2
CCOC(=O)c1sc2ncnc(N3CCN(Cc4ccccc4)CC3)c2c1C	-0.3	-6	-20	0.0
CCc1ccc(OCC(=O)Nc2cccc(C(C)=O)c2)c(Br)c1	0.9	27	-47	0.0
O=C(NC1CC1)c1ccc(-c2nc(NCCCN3CCCC3=O)c3ncn(-c4ccsc4)c3n2)cc1	1.3	17	42*	-0.1
Cc1cccc(CN2CCc3nnc(C(NS(C)(=O)=O)C(C)C)n3CC2)n1 (centres undefined)	-0.2	6	-5	0.1
CCCCCCOC(=O)C1=C(C)NC(=O)NC1c1ccc(OC)cc1 (centres undefined)	1.5	-4	5	-0.2
COc1ccc(Cn2c(=O)[nH]c3ncccc3c2=O)cc1	-1.4	-15	4	0.1
CN(C)c1ccc(C(O)(Cc2ccccn2)c2ccccc2)cc1 (centres undefined)	-0.7	4	0	-0.1
COC(=O)c1c(NC(=O)CCCOc2ccc(Cl)cc2)sc2c1CCCC2	-0.6	-4	-6	0.1
CCOc1cc(C=O)ccc1OCC(=O)Nc1ccc(N2CCOCC2)cc1	0.3	-5	1	-0.2
c1ccc(C2(c3ccccc3)OCC(Cn3cncn3)O2)cc1 (centres undefined)	0.3	-17	-12	0.1
COCCNC(=O)CN(c1ccc(C(C)C)cc1)S(C)(=O)=O	3.3	13	14	0.7
CC(=O)Nc1ccc(NC(=O)CSc2nnc(-c3ccncc3)n2N)cc1	5.5*	16	3	0.3
CC(C)N(CCNc1ncnc2c1nc(Nc1ncccn1)n2C(C)C)C(C)C	-2.4	-2	-4	0.1
CN(C)S(=O)(=O)c1ccc(/C(O)=C2/C(=O)C(=O)N(CCCN3CCOCC3)C2c2cccc(Cl)c2)cc1 (centres undefined)	-1.5	0	-7	0.5
COC(=O)C1=CNC=C(C(=O)OC)C1c1ccccc1F	2.6	-9	-15	-0.1
O=C(COc1ccc(Cl)cc1Cl)NCc1ccco1	-0.2	13	-53	-0.2
O=C(c1cnn2c(C(F)F)cc(C3CC3)nc12)N1CCc2ccccc2C1	-0.6	-11	-22	0.0
O=C(c1nc2sccn2c1CNCCc1ccncc1)N1CCCCCCC1	-0.4	-13	3	0.1
Cc1cccnc1C(NC(=O)C1CCN(C(=O)NC(C)(C)C)CC1)c1cccs1 (centres undefined)	-0.9	-2	6	0.7
COc1ccc(-c2noc(-c3cc(Cl)ccc3OC)n2)cc1OC	0.3	15	2	0.6
O=c1c2cc(N3CCCCC3)ccc2nc(SCc2ccc([N+](=O)[O-])cc2)n1Cc1ccccc1	-0.1	-6	-15	-0.2
CC(=O)c1cccc(NC(=O)c2cc(C)no2)c1	-1.7	-8	-11	0.0
O=C(Nc1ccccc1)OCCCCOC(=O)Nc1ccccc1	-0.6	7	-1	0.5
COc1ccc([N+](=O)[O-])cc1CSc1nnc(N)s1	2.2	-14	-2	0.0
O=C1c2ccccc2-c2onc3ccc(Oc4ccc(Cl)cc4)c1c23	1.1	0	-2	-0.2
Cc1[nH]nc(SCC(=O)N2CCN(Cc3ccccc3)CC2)c1[N+](=O)[O-]	-0.2	4	-1	-0.2
CCOc1ccccc1NC(=O)CNC(=O)c1nn(-c2ccc(OC)cc2)c(=O)c2ccccc12	-1.1	-4	9	0.3
CCCNC(=O)c1cncc(Nc2ccccn2)c1	1.0	4	1	-0.1
CCc1ccc(NC(=O)CN(CC(=O)Nc2ccc(CC)cc2)CC(C)O)cc1 (centres undefined)	-0.3	3	9	-0.1
Cc1ccc(CN2CCCn3c2nc2c3c(=O)[nH]c(=O)n2C)cc1	0.3	17	6	0.4
Cc1cc(Br)ccc1NC(=O)C(F)(F)F	-1.5	6	-4	-0.1
O=C(OCCN1C(=O)c2ccccc2C1=O)c1cccc(Br)c1	0.7	-12	-2	-0.2
Cc1ccc2c(c1)CN(Cc1c(C)nc3sccn13)CC(C)O2 (centres undefined)	-1.5	-6	2	-0.3

An excerpt of these results, as labelled records.
CC(=O)Nc1ccc(NC(=O)CSc2nnc(-c3ccncc3)n2N)cc1
  GPR151 activ: 5.5*; MITF inh: 16; TEAD-YAP block: 3; FBW7 activator: 0.3
CCc1ccc(NC(=O)CN(CC(=O)Nc2ccc(CC)cc2)CC(C)O)cc1 (centres undefined)
  GPR151 activ: -0.3; MITF inh: 3; TEAD-YAP block: 9; FBW7 activator: -0.1

More results follow:
Structure	GPR151 activ	MITF inh	TEAD-YAP block	FBW7 activator
COc1ccc(-n2c(CSc3ncccn3)nnc2SC)cc1	-1.3	1	-2	-0.4
Cc1ccc(/C=c2\sc3nc(=O)c(Cc4ccccc4)nn3c2=O)o1	0.5	19	3	-0.1
CCN(CC)c1nc(Nc2cc(OC)c(OC)c(OC)c2)nc(N2CCOCC2)n1	5.5*	11	-4	0.1
COc1cccc(/C=C2\SC(=Nc3ccc(Cl)cc3)NC2=O)c1OCC(=O)O	-1.1	21	1	0.5
CCOC(=O)c1c(-c2ccc(OC)cc2)csc1NC(=O)c1cccnc1	0.9	1	20	0.1
O=C(Nc1cc(C(F)(F)F)ccc1Cl)c1cc(S(=O)(=O)NCc2ccccc2Cl)ccc1F	-0.9	10	1	0.2
Cc1ccc(/C(O)=C(/C(=S)NCCN2CCOCC2)[n+]2ccccc2)cc1[N+](=O)[O-]	0.7	15	-6	0.4
COc1cc(C=O)cc(Cl)c1OCCOc1ccccc1	0.2	-5	-6	0.0
CN(C)S(=O)(=O)c1cc(NC(=O)CSc2nncn2C)ccc1Cl	0.3	6	2	0.0
CCOc1ccc(/C(O)=C2\C(=O)C(=O)N(Cc3cccnc3)C2c2ccc(C)cc2)cc1 (centres undefined)	0.2	3	1	0.5
O=C(Nc1ccc(Cl)cc1)C(=S)N1CCCCC1	-0.8	2	-15	0.0
O=C1CC(c2ccccc2)CC2=C1C(c1ccco1)Nc1ccccc1N2 (centres undefined)	0.1	-5	-20	-0.1
O=C(CSc1nc2ccccc2n1CC(=O)N1CCCC1)Nc1ccc(Cl)cc1	-0.6	2	12	0.0
CN(C)c1cc(-c2n[nH]c(=S)n2C)nc(N(C)C)n1	-1.2	13	1	0.0
COc1ccc(NC(=O)CC2Sc3ccccc3NC2=O)cc1 (centres undefined)	0.6	-5	-4	0.3
C#CCSc1nnc(-c2c[nH]c3ccccc23)n1C	-0.7	26	-11	0.3
CCOC(=O)C1=C(C)N(C2CCCCC2)C(=O)C1(NC(=O)CC(C)C)C(F)(F)F (centres undefined)	-0.5	-19	-1	-0.1
COc1ccc(C2CC(c3ccc(C)cc3)=NN2c2nc(-c3ccccc3)c3cc(Cl)ccc3n2)cc1 (centres undefined)	1.8	-2	-4	0.2
CCOc1ccc(NC(=O)CSc2nc(C)c(C)n2-c2ccccc2)cc1	-0.6	28	11	0.4
CCOC(=O)C1=C(CSCc2ccccc2)NC(=O)NC1c1ccc2c(c1)OCO2 (centres undefined)	0.4	-1	7	-0.1
Cc1cccnc1N1C(=O)C2CCCCC2C1=O (centres undefined)	-0.6	-4	-4	0.3
COc1ccccc1CNC(=O)CN1CCN(C)CC1	0.0	80*	-6	-0.1
COc1ccc(C(=O)OCC(=O)Nc2cc(C)on2)c(OC)c1OC	0.0	6	2	0.3
COc1ccc(N(CC(=O)N2CCCCC2)S(=O)(=O)c2ccccc2)cc1OC	2.2	3	-1	0.0

Looked up above:
For GPR151 activ, `CC(=O)Nc1ccc(NC(=O)CSc2nnc(-c3ccncc3)n2N)cc1` shows 5.5*
For MITF inh, `CCOC(=O)c1c(-c2ccc(OC)cc2)csc1NC(=O)c1cccnc1` shows 1
For GPR151 activ, `O=S(=O)(NCCOc1ccccc1)c1ccc(F)cc1` shows 0.2
For GPR151 activ, `Cc1ccc(/C=c2\sc3nc(=O)c(Cc4ccccc4)nn3c2=O)o1` shows 0.5
For TEAD-YAP block, `COc1ccc([N+](=O)[O-])cc1CSc1nnc(N)s1` shows -2
For FBW7 activator, `CCc1ccc(NC(=O)CN2CCN(c3nc(-c4cccc(OC)c4)cs3)CC2)cc1` shows 0.1
